Source: PubChem
NCOA3 inh: human NCOA3 inhibition; 360,000 compounds, 0.17% hits; HEK293 GAL4-SRC3 luciferase reporter, luminescence; Q9Y6Q9; inhibition, % at 3.6 µM;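 active = inhibition above a per-campaign cutoff, the mean of all compounds plus 3 SD, cut at about 60% in these data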;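 note: 0% = DMSO-treated cells and 100% = gossypol-treated cells at 36 µM; higher means less SRC3-driven luciferase light from the GAL4 reporter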
Target sequence (Q9Y6Q9 whole entry, looked up, the tested form may be a part): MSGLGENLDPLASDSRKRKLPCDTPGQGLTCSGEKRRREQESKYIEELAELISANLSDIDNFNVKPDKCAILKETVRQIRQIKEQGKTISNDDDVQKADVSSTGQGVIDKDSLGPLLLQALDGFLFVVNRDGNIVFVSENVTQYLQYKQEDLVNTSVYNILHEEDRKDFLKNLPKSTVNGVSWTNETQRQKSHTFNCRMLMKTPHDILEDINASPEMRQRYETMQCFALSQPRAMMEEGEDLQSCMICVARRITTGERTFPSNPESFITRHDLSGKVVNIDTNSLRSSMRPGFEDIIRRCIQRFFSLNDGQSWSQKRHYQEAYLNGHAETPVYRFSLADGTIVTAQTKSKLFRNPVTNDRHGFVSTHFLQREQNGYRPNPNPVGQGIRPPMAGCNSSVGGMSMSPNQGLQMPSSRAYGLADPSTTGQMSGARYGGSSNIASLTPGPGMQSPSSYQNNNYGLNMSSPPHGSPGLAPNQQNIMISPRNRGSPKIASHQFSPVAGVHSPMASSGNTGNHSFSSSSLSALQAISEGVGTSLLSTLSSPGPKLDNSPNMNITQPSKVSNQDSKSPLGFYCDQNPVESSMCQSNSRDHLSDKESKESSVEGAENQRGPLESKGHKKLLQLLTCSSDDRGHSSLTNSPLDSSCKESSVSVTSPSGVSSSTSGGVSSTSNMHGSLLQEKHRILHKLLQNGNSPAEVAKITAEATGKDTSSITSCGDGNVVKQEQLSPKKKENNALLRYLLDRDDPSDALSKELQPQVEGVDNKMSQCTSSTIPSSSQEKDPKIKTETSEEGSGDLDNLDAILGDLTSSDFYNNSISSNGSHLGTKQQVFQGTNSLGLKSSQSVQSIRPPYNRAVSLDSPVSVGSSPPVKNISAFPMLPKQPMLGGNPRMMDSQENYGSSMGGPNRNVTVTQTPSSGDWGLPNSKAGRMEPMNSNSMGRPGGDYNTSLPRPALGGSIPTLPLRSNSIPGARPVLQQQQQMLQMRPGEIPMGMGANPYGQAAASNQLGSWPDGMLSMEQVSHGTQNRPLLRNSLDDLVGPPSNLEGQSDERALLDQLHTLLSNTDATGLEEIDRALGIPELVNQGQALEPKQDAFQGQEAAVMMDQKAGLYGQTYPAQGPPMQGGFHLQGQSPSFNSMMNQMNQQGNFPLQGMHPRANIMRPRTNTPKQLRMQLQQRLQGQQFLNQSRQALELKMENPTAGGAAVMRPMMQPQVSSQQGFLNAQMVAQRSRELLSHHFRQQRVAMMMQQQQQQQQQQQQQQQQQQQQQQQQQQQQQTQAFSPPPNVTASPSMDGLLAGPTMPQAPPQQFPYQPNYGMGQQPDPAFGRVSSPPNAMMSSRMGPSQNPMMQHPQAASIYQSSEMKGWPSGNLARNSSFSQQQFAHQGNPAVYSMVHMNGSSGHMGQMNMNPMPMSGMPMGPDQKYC
C8 TRAIL sens: sensitizes caspase-8 expressing cells to TRAIL; AID 624354; 360,000 compounds, 1% hits; NB7+C8 cells + TRAIL, ATPlite viability luminescence; inhibition (viability loss, TRAIL sensitization), % at 10 µM;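 active = compounds causing at least 50% loss of cell viability in the single-dose screen, relative to plate controls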
TWEAK-Fn14 inh: TWEAK-Fn14 signaling inhibition; TWEAK-stimulated Fn14 reporter cells, luciferase luminescence, 8 h; inhibition, % at 10 µM; 360,000 compounds, 2% hits; AID 1159606; in the data active = inhibition above about 50%
TROY signal inh: inhibitors of TROY-dependent NF-kB signaling | inhibition, % at 10 µM | AID 1347056 | 360,000 compounds, 0.98% hits | Q293 LMP1-TROYcd NF-kB luciferase reporter, 4 h;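 active = compounds whose plate-normalised and pattern-corrected inhibition of the luciferase reporter signal at the single screening dose is 50% or more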
LMP1 NFkB inh: Epstein-Barr LMP1 NF-kappaB reporter inhibition | 350,000 compounds, 0.69% hits | inhibition, % at 12.5 µM | LMP1-induced NF-kappaB luciferase reporter cells, luminescence; in the data active = inhibition above about 41%;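 note: 0% = neutral control wells and 100% = reference inhibitor control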
NR5A2 inv ag: NR5A2 inverse agonism in reporter assay | O00482 | AID 602396 | HEK293T StAR-luciferase reporter, LRH-1 transfected, 24 h | 360,000 compounds, 0.13% hits | inhibition, % at 3.6 µM;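 active = inhibition above the mean inhibition of all tested compounds plus 3 SD, cut at about 73% in these data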;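 note: 0% = DMSO wells and 100% = reporter-only cells lacking LRH-1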
NCOA1 inh: inhibitors of human steroid receptor coactivator 1 (SRC1). HEK293 GAL4-SRC1 luciferase reporter, luminescence. inhibition, % at 3.6 µM. 360,000 compounds, 0.12% hits;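 active = inhibition above the campaign mean plus 3 SD, with each screening campaign given its own cutoff, cut at about 60% in these data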;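 note: 0% = DMSO treated cells and 100% = gossypol at 36 µM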
NCOA2 inhibitor: inhibits human steroid receptor coactivator 2. HEK293 GAL4-SRC2 luciferase reporter, luminescence. Q15596. inhibition, % at 9 µM. 370,000 compounds, 0.17% hits. AID 651957;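 active = inhibition above the mean inhibition of all tested compounds plus 3 SD, set per campaign, cut at about 52% in these data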;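 note: 0% = DMSO treated cells and 100% = cells given Gossypol at 36 µM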
TLR9-MyD88 inh: TLR9-MyD88 interaction inhibition; Q9NR96+Q99836; 340,000 compounds, 0.21% hits; inhibition, % at 4.98 µM; CHO BLA complementation TLR9-MyD88, CCF4 FRET ratio;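 active = inhibition above the mean over all tested compounds plus 3 SD, cut at about 21% in these data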;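 note: 0% = DMSO only wells and 100% = clavulanate BLA inhibitor control wells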
COUP-TFII inh: inhibitors of human COUP-TFII (NR2F2). P24468. HEK293T NGFI-A luciferase reporter, luminescence. inhibition, % at 8.6 µM. 370,000 compounds, 0.7% hits. AID 686940;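 active = inhibition above a per-plate cutoff, mean inhibition of test wells between control levels plus 3 SD, cut at about 38% in these data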;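 note: cells cotransfected with COUP-TFII expression vector driving the NGFI-A reporter; 0% = median of COUP-TF2 test wells and 100% = reporter-only cells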
NOD2 RIPK2 PPI: blocks binding of human NOD2 to RIPK2 | O43353 | CHO BLA complementation NOD2-RIPK2, CCF4 ratio | inhibition, % at 4.98 µM | 360,000 compounds, 0.38% hits | AID 624267; in the data active = inhibition above about 21%;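 note: 0% = vehicle only and 100% = reference blocker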
* = called active by the depositor; x = not tested or not shown. This is a subset. The share of hits here may be higher or lower than overall.

| entry | molecule | NCOA3 inh | C8 TRAIL sens | TWEAK-Fn14 inh | TROY signal inh | LMP1 NFkB inh | NR5A2 inv ag | NCOA1 inh | NCOA2 inhibitor | TLR9-MyD88 inh | COUP-TFII inh | NOD2 RIPK2 PPI |
| --- | --- | --- | --- | --- | --- | --- | --- | --- | --- | --- | --- | --- |
| 1 | O=C1/C(=C/c2cccc(Br)c2)SC(=S)N1/N=C/c1cc([N+](=O)[O-])ccc1O | 0.2 | 4.0 | 6.7 | 2.8 | 0.0 | 15.1 | -17.4 | -1.8 | -5.6 | 22.0 | -9.8 |
| 2 | COc1cc(Cn2ccnc2)c(OC)cc1Cn1ccnc1 | 7.8 | 5.5 | 4.3 | 5.7 | 4.3 | 10.7 | 12.9 | -28.6 | 11.2 | -10.4 | 9.6 |
| 3 | COc1ccc(-c2cc3nc(NCCOc4ccccc4)ccn3n2)cc1 | -29.9 | 2.8 | 5.2 | -7.4 | x | 6.6 | -36.3 | 3.5 | x | -17.0 | -1.0 |
| 4 | COC(=O)c1c(NC(C)=O)sc(C(=O)N2CCOCC2)c1C | -12.1 | -8.4 | 4.9 | 8.3 | -13.0 | -16.1 | -4.2 | 15.6 | -3.8 | 7.7 | 0.0 |
| 5 | C/C(=N\NC(=S)NCCc1ccccc1)c1ccc(Cl)cc1Cl | 15.0 | -4.7 | 8.5 | 6.1 | -4.9 | 7.3 | -6.4 | -28.9 | -7.0 | 8.6 | -19.1 |
| 6 | CC1CCN(C(=O)COC(=O)c2cc3ccccc3oc2=O)CC1 | 1.2 | -11.1 | 11.7 | 5.7 | 1.5 | 11.9 | -15.1 | -12.3 | -4.9 | -16.6 | -16.5 |
| 7 | COCCNC(=S)Nc1ccc([N+](=O)[O-])cc1C | 19.9 | 0.0 | -1.9 | -3.9 | -1.7 | 9.4 | -5.3 | -26.2 | -18.4 | -0.5 | -2.2 |
| 8 | COc1ccccc1NS(=O)(=O)c1ccc2oc(SC(C)C(=O)N3CCNC3=O)nc2c1 (stereo unspecified) | 6.7 | 10.1 | 14.1 | 24.4 | 14.1 | 10.5 | 12.9 | 23.8 | -3.7 | 26.2 | -3.5 |
| 9 | COc1ccc(C(=O)c2ccc(Cl)cc2Cl)cc1 | -8.7 | 6.5 | 0.8 | -8.2 | -3.6 | 31.3 | 1.4 | -18.8 | 8.4 | -12.9 | -7.1 |
| 10 | O=C(NC(=S)Nc1nc2ccccc2s1)c1ccco1 | -92.0 | 76.8* | 28.5 | 11.0 | -21.4 | -132.6 | -140.7 | -60.8 | 2.4 | -30.4 | -10.0 |
| 11 | CC(=O)Nc1ccc(NC(=O)C(C)N2CCN(S(=O)(=O)c3ccc(C)cc3)CC2)cc1 (stereo unspecified) | 19.3 | -24.5 | 15.7 | 1.8 | -7.2 | 4.5 | 8.7 | -42.2 | 3.9 | -1.1 | 6.3 |
| 12 | COc1ccc(CC(=O)NNC(=O)c2cccnc2)cc1OC | 6.1 | -0.6 | -4.7 | 13.7 | 1.2 | 8.0 | -5.0 | 4.4 | 1.4 | 4.9 | 2.1 |
| 13 | Cn1c(CSCc2ccc(F)cc2)nnc1SCC(=O)Nc1cccc(C(=O)O)c1 | 1.0 | -6.2 | 10.6 | -10.7 | 4.0 | -1.1 | 2.9 | -3.3 | 1.1 | 11.2 | -1.2 |
| 14 | Cc1nc(NC(=O)c2ccccc2)sc1-c1cc(C(=O)N2CCOCC2)nn1CCO | x | -6.5 | x | x | x | 2.1 | x | 15.2 | x | -17.2 | -14.7 |
| 15 | C/C(=N\NC(=O)c1ccc(CSc2cccc3cccnc23)cc1)C1CCCCC1 | 2.8 | -10.6 | -9.6 | -36.1 | -7.5 | -0.5 | 6.9 | -14.3 | -4.0 | 5.2 | -9.5 |
| 16 | CC(=O)c1cccc(CN2CCCC(CCC(=O)NCc3ccc(F)c(F)c3)C2)c1 (stereo unspecified) | 25.1 | -0.5 | -2.0 | -2.4 | 7.2 | 12.3 | 4.9 | -21.5 | -1.3 | 1.6 | -7.8 |
| 17 | COCCn1c(CN(C)Cc2ccccc2)nc2c1c(=O)n(C)c(=O)n2C | -14.0 | 2.6 | 15.7 | 17.2 | -2.5 | 16.6 | -6.2 | 21.6 | 1.2 | 13.9 | -8.3 |
| 18 | Cc1ccccc1C(OCCN(C(C)C)C(C)C)c1ccccc1 (stereo unspecified) | 18.5 | 10.8 | 16.3 | -30.3 | 10.2 | 3.4 | 8.5 | -1.5 | -11.4 | -8.6 | 1.0 |
| 19 | COc1ccc(C2C(C(C)=O)=C(O)C(=O)N2c2ccc(F)cc2)cc1 (stereo unspecified) | -6.6 | -25.5 | -12.3 | -52.9 | 3.5 | 0.1 | -10.8 | -19.8 | 5.7 | 26.8 | 0.1 |
| 20 | Cc1ccc(S(=O)(=O)N2CC(O)C[C@H]2C(=O)OCC(=O)Nc2ccc(N3CCCCC3)cc2)cc1C (stereo partly specified) | -24.3 | -22.7 | 13.7 | -19.0 | -2.1 | -11.7 | 12.0 | -22.4 | -17.0 | -26.1 | -2.0 |
| 21 | CC(C)C(NS(=O)(=O)c1cccc(C(F)(F)F)c1)C(=O)NCc1cccs1 (stereo unspecified) | -37.7 | -23.9 | 10.9 | -10.0 | -6.2 | 10.6 | 7.1 | 12.7 | 13.2 | 9.7 | -6.5 |
| 22 | COc1ccc(C2CC(c3cccs3)=NN2C(=O)CN2CCCCC2)cc1 (stereo unspecified) | -14.2 | -15.2 | -25.5 | -42.4 | -5.6 | -16.4 | -16.5 | 0.6 | x | -16.6 | -5.1 |
| 23 | Cc1ccc(NS(=O)(=O)c2cc(Br)cnc2N)c(Cl)c1 | -4.0 | -12.9 | 15.4 | 9.6 | 6.4 | -16.8 | 13.1 | -18.0 | 2.7 | -8.2 | 8.5 |
| 24 | CC[C@@H]1[C@H]2CCCC(=O)N3CC[C@@H](C[C@@H]1OC(=O)NCc1ccccc1)[C@@H]23 | 2.4 | 6.9 | 10.1 | 8.7 | 1.0 | 6.6 | 2.6 | 8.9 | 1.9 | 12.9 | -12.4 |
| 25 | C=CCn1c(SCC(=O)c2ccc(Br)cc2)nnc1C(C)NC(=O)Cc1ccc(OC)cc1 (stereo unspecified) | 8.5 | 1.8 | -19.1 | -2.6 | -2.7 | -5.0 | -1.0 | x | -4.3 | x | -0.7 |
| 26 | Cc1ccc2nc(N/N=C/c3ccccc3C#N)nc(-c3ccccc3)c2c1 | 7.2 | -6.3 | 2.6 | -14.4 | 0.5 | -19.9 | -10.3 | x | 6.2 | x | 8.4 |
| 27 | O=C(CCN1C(=O)c2ccccc2C1=O)Nc1ccc(F)cc1F | -20.5 | -1.6 | -15.0 | 10.5 | -0.1 | -2.6 | -1.0 | -13.2 | -10.4 | -21.2 | 8.2 |
| 28 | COc1ccccc1/C=C/C(=O)NC(=S)N1CCN(C)CC1 | 3.0 | -1.1 | 1.4 | 11.5 | 10.0 | 10.2 | 4.1 | 1.5 | 1.1 | -21.0 | -3.2 |
| 29 | CCCC(CCC)C(=O)NNc1cc(=O)c2c(=O)n(C)c(=O)n(C)c2[nH]1 | 2.9 | -11.4 | -7.8 | 12.9 | -14.5 | -20.4 | -23.2 | 6.2 | -1.3 | 0.8 | -4.8 |
| 30 | O=S(=O)(NCCCSc1ccccc1)c1ccccc1F | 6.7 | 3.6 | -6.7 | -5.2 | 5.5 | -2.2 | -4.8 | 5.7 | 3.8 | 9.2 | -9.5 |
| 31 | Cc1[nH]c2ccc(-c3n[nH]c(=S)n3-c3ccccc3)cc2c1C | 12.8 | 48.6 | -2.1 | 2.1 | 3.8 | -2.4 | 8.3 | 6.8 | -2.4 | -9.8 | 1.1 |
| 32 | CCOc1cc(C2NC(=O)NC(C)=C2C(C)=O)cc(Cl)c1OCC(=O)O (stereo unspecified) | 16.6 | -19.3 | -5.6 | 5.7 | 0.9 | 2.7 | -12.8 | -6.6 | -3.8 | -3.3 | -5.9 |
| 33 | CCOC(=O)C1C(=O)C=C(c2cccc(NS(C)(=O)=O)c2)CC1c1ccco1 (stereo unspecified) | -9.5 | 9.2 | -11.1 | -44.9 | -2.9 | -15.2 | 4.1 | 5.7 | -6.6 | -9.8 | -3.8 |
| 34 | Cn1cc(CNCc2cnc3ccccn23)c(-c2ccc(Oc3ccccc3)cc2)n1 | 8.9 | 3.8 | 22.4 | 30.9 | -3.7 | 2.6 | -3.5 | -9.2 | -2.1 | 19.3 | 1.1 |
| 35 | CC1CCC2(CC1)NC(=O)N(CC(=O)Nc1cccc(S(=O)(=O)N3CCOCC3)c1)C2=O (stereo unspecified) | -6.0 | -13.6 | -0.2 | 9.9 | -3.3 | 12.8 | 10.4 | 5.1 | 6.7 | 11.5 | -8.3 |
| 36 | COc1ccc(CNC(=O)C2CCC(CNS(=O)(=O)c3cccs3)CC2)cc1 (stereo unspecified) | -17.1 | 9.2 | 37.9 | -18.5 | -3.3 | 15.4 | 4.2 | 8.8 | -0.6 | 5.2 | -5.9 |
| 37 | Cc1c(-c2ccccc2)oc2c(C(=O)OCC(=O)Nc3ccc(F)cc3)cccc2c1=O | 2.1 | -9.7 | 19.3 | 18.3 | 4.5 | -5.7 | 5.8 | 10.4 | -1.6 | 8.7 | -9.2 |
| 38 | Cc1cc(=O)oc2cc(Oc3ncccc3[N+](=O)[O-])ccc12 | 5.3 | 0.5 | 0.8 | 26.9 | -0.3 | -6.8 | -0.5 | -24.8 | 5.4 | 3.4 | -10.2 |
| 39 | COc1ccc2c(c1)[nH]c1c(=O)n(/N=C/c3ccc(OC)c(CN4CCCC4)c3)cnc12 | 2.5 | 3.7 | -26.3 | 3.6 | 1.4 | -8.2 | 21.0 | -29.1 | -1.0 | -12.7 | -7.2 |
| 40 | CCCS(=O)(=O)N1CCC(C(=O)NCCC(C)C)CC1 | 3.7 | -9.6 | 13.8 | -15.7 | -3.5 | -12.3 | 5.9 | -6.1 | 5.6 | -9.0 | 7.8 |
| 41 | O=C(Nc1nnc(-c2ccccc2Cl)s1)c1ccccc1F | -10.5 | 1.5 | -12.9 | -1.3 | -6.1 | -20.6 | -4.0 | -8.7 | 11.7 | -11.6 | 0.1 |
| 42 | C[C@H](CO)N1C[C@H](C)[C@@H](CN(C)S(=O)(=O)c2ccccc2)Oc2c(NS(=O)(=O)c3ccccc3)cccc2C1=O | -21.8 | 15.1 | 13.9 | 2.6 | 3.7 | -0.6 | 0.1 | 8.2 | -11.9 | 16.2 | -4.6 |
| 43 | c1ccc(CCn2c(SCc3ccccc3)nnc2-c2ccncc2)cc1 | 19.3 | -4.1 | 4.5 | 7.1 | 0.3 | 16.0 | 5.1 | 23.2 | -2.0 | 1.8 | -14.6 |
| 44 | O=C(Cc1ccccc1)N/N=C/c1ccc2cccc(O)c2n1 | -3.6 | 15.4 | -40.7 | -14.4 | 10.5 | -16.2 | -0.8 | -31.7 | -7.9 | -2.4 | -7.1 |
| 45 | Cc1cc(C(=O)OCC(=O)N(C)c2c(N)n(Cc3ccccc3)c(=O)[nH]c2=O)c(C)n1-c1ccccc1 | -2.8 | -19.1 | 3.7 | -4.1 | 1.7 | -24.0 | 0.1 | 3.8 | -0.7 | -1.3 | -3.4 |
| 46 | CC(C)NS(=O)(=O)c1ccc(OCC(N)=O)c(Cl)c1 | 15.9 | -6.3 | 0.7 | 15.1 | 0.9 | 5.0 | 6.2 | -2.8 | -1.5 | -0.5 | 1.4 |
